sPLA2-III inh – Inhibits HGIII-sPLA2 liposome hydrolysis, primary screen; hit rate 0.56% among 370,000; QFRET BODIPY PC-A2 liposome hydrolysis, fluorescence; inhibition, % at 12.2 µM; AID 743126; Q9NZ20;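 active = inhibition above mean plus 3 SD of compounds lying within the high and low control bounds, cut at about 19% in these data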;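 also: 0% = median of test compound wells and 100% = no enzyme DMSO wells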
FXN GAA850 act – increases GAA850 frataxin promoter reporter activity; HEK293 lucGAA850 FXN promoter luciferase reporter, 24 h; percent of 10 µM SAHA response; activation, % at 6 µM; hit rate 0.56% among 360,000;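 active = activation above the average of all compounds screened plus 3 SD, cutoff fixed separately per campaign, cut at about 7.5% in these data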;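 also: 0% = DMSO wells and 100% = 10 µM SAHA wells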
hgDAF-12 ag – agonists of H. glycines DAF-12 nuclear receptor. HEK293 GAL4-hgDAF12 UAS-luciferase reporter, agonist luminescence; normalized to butyrate control. activation, % at 6.8 µM. hit rate 1.8% among 370,000. AID 687014;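 active = activation above a cutoff set at the mean of all screened compounds plus 3 SD, cut at about 10% in these data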;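 also: 0% = DMSO wells and 100% = sodium butyrate wells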
PG9 Ab binder – binds the HIV-1 gp120 antibody PG9; TR-FRET gp120-PG9 antibody binding; inhibition, % at 6.7 µM; hit rate 0.43% among 360,000; AID 624416; in the data active = inhibition above about 8.5%
ssDAF12 agonist – S. stercoralis DAF-12 activation, primary screen | hit rate 1% among 370,000 | AID 652126 | activation, % at 6.8 µM | HEK293 ssDAF-12/GRIP1 lit1-tk-luc reporter, luminescence; % of 3 µM dafachronic acid response;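 active = activation above the mean over all tested compounds plus 3 SD, cut at about 0.9% in these data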;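 also: 0% = DMSO-only wells and 100% = 3 µM delta7-dafachronic acid wells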
PLCb3 inh – PLC-beta3 (human) inhibition, primary screen; Purified PLC-beta3, fluorogenic substrate, fluorescence; inhibition, % at 12.2 µM; hit rate 0.18% among 370,000; in the data active = inhibition above about 11%;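 also: 0% = median of compound wells on plate and 100% = full blocker control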
Target sequence (Q01970 whole entry, looked up): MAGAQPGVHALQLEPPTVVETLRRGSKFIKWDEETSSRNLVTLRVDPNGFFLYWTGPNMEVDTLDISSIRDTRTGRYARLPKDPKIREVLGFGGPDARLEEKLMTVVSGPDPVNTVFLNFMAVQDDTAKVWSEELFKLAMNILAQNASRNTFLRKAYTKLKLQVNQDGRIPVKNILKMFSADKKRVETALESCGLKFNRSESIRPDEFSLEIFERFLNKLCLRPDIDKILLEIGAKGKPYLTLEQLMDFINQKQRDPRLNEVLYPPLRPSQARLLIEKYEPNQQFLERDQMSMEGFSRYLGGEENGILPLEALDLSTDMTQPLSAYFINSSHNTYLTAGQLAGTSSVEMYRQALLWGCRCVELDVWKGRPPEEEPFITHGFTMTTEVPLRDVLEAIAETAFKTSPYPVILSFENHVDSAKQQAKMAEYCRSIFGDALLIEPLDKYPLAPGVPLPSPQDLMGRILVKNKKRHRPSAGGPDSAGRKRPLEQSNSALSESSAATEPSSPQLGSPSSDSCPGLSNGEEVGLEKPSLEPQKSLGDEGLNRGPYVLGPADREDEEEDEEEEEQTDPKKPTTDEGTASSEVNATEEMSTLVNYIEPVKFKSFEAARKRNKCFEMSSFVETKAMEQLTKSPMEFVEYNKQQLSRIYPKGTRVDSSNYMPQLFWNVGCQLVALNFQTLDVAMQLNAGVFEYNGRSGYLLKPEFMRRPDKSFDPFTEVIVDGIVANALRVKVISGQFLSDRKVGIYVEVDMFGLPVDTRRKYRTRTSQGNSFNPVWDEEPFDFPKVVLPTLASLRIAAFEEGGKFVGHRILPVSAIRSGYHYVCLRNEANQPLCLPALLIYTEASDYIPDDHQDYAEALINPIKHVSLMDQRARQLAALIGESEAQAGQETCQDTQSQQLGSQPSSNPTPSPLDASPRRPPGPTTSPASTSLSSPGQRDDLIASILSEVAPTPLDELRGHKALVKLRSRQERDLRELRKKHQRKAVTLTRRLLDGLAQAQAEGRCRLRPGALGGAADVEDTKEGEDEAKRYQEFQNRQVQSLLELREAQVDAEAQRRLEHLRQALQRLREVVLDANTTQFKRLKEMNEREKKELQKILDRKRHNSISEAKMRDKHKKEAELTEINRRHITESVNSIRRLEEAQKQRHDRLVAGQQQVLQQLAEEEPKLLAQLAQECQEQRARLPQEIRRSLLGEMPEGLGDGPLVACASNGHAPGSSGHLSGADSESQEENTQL
DAX1 inh-1 – blocks DAX1 repression of SF-1 activated StAR promoter; HEK293T StAR-luciferase reporter, SF-1/DAX-1 repression relief; inhibition, % at 6.8 µM; hit rate 1.1% among 370,000; AID 652010;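 active = inhibition above the mean over all tested compounds plus 3 SD, cut at about 3.6% in these data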;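 also: 0% = DAX-1 cells with DMSO and 100% = cells lacking DAX-1 with DMSO; higher inhibition means more luminescence from relief of DAX-1 repression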
hcDAF-12 act – H. contortus DAF-12 activation, primary screen; hit rate 1.4% among 370,000; HEK293 hcDAF-12 lit1-tk-luc reporter, luminescence; 0% DMSO, 100% Δ7-dafachronic acid; AID 652067; activation, % at 6.8 µM;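 active = activation above the mean of all tested compounds plus 3 SD, cut at about 5.5% in these data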;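 also: 100% = response to 3 µM Δ7-dafachronic acid high control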
DAX1 inh-2 – NR0B1 (DAX1) inhibition; P51843; HEK293 Gal4-DAX1 luciferase reporter, luminescence; inhibition, % at 6.75 µM; hit rate 0.99% among 340,000; AID 504766;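 active = inhibition above the mean over all tested compounds plus 3 SD, cut at about 4.2% in these data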;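 also: 0% = DAX1-transfected cells with DMSO and 100% = empty-vector control cells with DMSO; inhibition shows as a rise in luminescence from relieved DAX1 repression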
SMARCA2 activ – activators of SMARCA2 function | MG213 cells, MMTV-luciferase reporter, dexamethasone, overnight | activation, % at 9.1 µM | hit rate 1% among 370,000; in the data active = activation above about 7.8%;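 also: 0% = vehicle wells and 100% = reference activator wells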
NR1D1 modulator – modulators of human Rev-erb alpha DNA binding | Rev-erbα–FITC-DNA binding, fluorescence polarization, 90 min | P20393 | hit rate 0.79% among 370,000 | activity, % at 10 µM | AID 1259318;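 active = activity above about 14%, limit read from the data; passing the limit was not always enough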;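 also: 0% = DMSO wells with 35 nM protein and 100% = DMSO wells with 750 nM protein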
* hit, by the source's call; . = not tested or not shown.

SMILES	sPLA2-III inh	FXN GAA850 act	hgDAF-12 ag	PG9 Ab binder	ssDAF12 agonist	PLCb3 inh	DAX1 inh-1	hcDAF-12 act	DAX1 inh-2	SMARCA2 activ	NR1D1 modulator
O=C(COC(=O)Cc1c(F)cccc1Cl)NC(=O)Nc1ccccc1F	-4	-0.3	0.0	-2.6	-0.7	-2	0.6	-0.2	0.1	-1	3
Cc1ccc(-c2csc3ncnc(NCCC(=O)O)c23)cc1C	-5	-0.2	-2.3	4.5	-1.4	-6	0.2	0.4	0.2	-1	3
O=C(C1CCN(c2nnnn2-c2ccccc2)CC1)N1CCN(c2ccccc2)CC1	2	0.9	-2.9	-1.3	-0.2	-2	0.3	0.7	-0.4	-1	3
O=C(N/N=C\c1ccc(Br)o1)C1COc2ccccc2O1 (configuration not stated)	-3	1.7	4.4	-0.6	-1.6	-5	0.3	0.0	-0.2	1	-11
CCN(CCn1cccn1)C(=O)C1CCC(=O)N(CC2CCCCC2)C1 (configuration not stated)	4	0.2	-0.2	-1.7	-0.8	-6	-0.3	-2.3	0.6	-4	-1
NC(=O)c1sc2nc(N3CCCCC3)c3c(c2c1N)CCCC3	11	1.4	-2.2	0.9	-0.9	-109	-0.5	0.6	1.0	-3	2
COc1cc(CCC(=O)OCC(=O)Nc2c(C)cccc2C(C)C)cc(OC)c1OC	-3	1.1	4.3	-2.2	-1.6	1	-0.3	-1.7	0.0	1	5
CN(C)S(=O)(=O)c1cc(S(=O)(=O)N(C)C)c(Cl)cc1N	5	1.3	0.5	-0.3	-1.2	1	-0.1	-2.0	-0.4	0	2
Cc1cc(C)cc(NC(=O)C2CCN(c3nccs3)CC2)c1	-4	-1.7	-1.9	-1.6	-1.3	-4	0.3	-0.3	-0.3	-4	-2
Cc1ccc(C)c(N2CCN(CC(=O)Nc3ccc4[nH]c(=O)[nH]c4c3)CC2)c1	12	1.0	1.7	0.9	-1.5	-3	-1.1	-1.9	0.1	-4	7
COc1ccc(CNC(=O)c2cc3cccc(OC)c3oc2=N)cc1	2	-0.2	0.2	-1.1	-0.9	-37	1.7	2.7	-0.5	-2	5
CC(=O)Nc1sc(C)c(C)c1C(=O)Nc1ccc(C)cc1	1	1.4	1.3	1.6	-0.6	2	-0.5	-2.2	0.5	-1	-4
Cn1cc(S(=O)(=O)N2CCCC2)cc1C(=O)NCc1ccc(F)cc1	0	0.9	0.2	-1.0	-1.7	6	0.1	-0.9	-0.8	-2	0
COc1ccc(NS(=O)(=O)c2cc(NC(=O)CCc3ccccc3)ccc2N2CCOCC2)cc1	-6	0.3	-0.6	-3.8	-1.0	-4	0.1	-0.3	0.8	-3	-4
Cc1cc(CNC(=O)CC2C(=O)NCCN2CC(c2ccccc2)c2ccccc2)on1 (configuration not stated)	-6	2.4	-0.8	0.7	-1.3	-3	0.4	-1.0	0.5	2	-3
CN(C)c1nc(N)nc(-c2nc3ccccc3s2)n1	0	6.1	11*	0.3	1.6*	3	3.4	9.3*	3.0	6	0
CC(=O)Nc1cccc(NC(=O)CSc2nnnn2C(C)C)c1	10	-1.6	0.1	-0.6	-1.0	6	0.2	-0.3	2.1	-6	4
CSCC[C@H](NC(=O)N1CCn2c1nc1ccccc12)C(=O)N1CCCCC1	1	-0.3	1.9	0.1	-1.1	-5	0.1	0.2	0.3	-1	1
CC(C)OC(=O)c1ccc(N2CCN(c3ccc(F)cc3)CC2)nc1	10	-1.8	-3.1	-2.7	-1.8	-6	-0.9	-3.2	-1.6	-5	2
COCCCNCCOCCOc1ccccc1-c1ccccc1	-8	-2.4	-1.2	2.0	-0.5	6	0.5	1.0	2.2	-4	0
CCOC(=O)N1CCN(C(=S)Nc2ccc(C)cc2)CC1	13	2.2	-1.3	2.0	-1.4	-1	-0.2	-1.3	0.8	-4	-2
O=C(O)[C@H]1CCCN1C(=O)c1ccccc1N1C(=O)[C@@H]2Cc3c([nH]c4ccccc34)C(c3cccc(Cl)c3)N2C1=O (some centres not stated)	-26	0.5	0.1	-0.6	0.3	-67	0.9	5.5	3.8	3	9
COCCN(C(=O)CSc1nnc(-c2ccc(F)cc2)n1N)c1c(N)n(CC(C)C)c(=O)[nH]c1=O	-4	-0.9	1.2	-0.2	-0.7	3	-0.4	0.6	0.8	4	1
CCNC(=S)SCCOc1ccccc1C	3	1.1	-1.5	-2.1	-1.3	2	-0.3	2.7	-1.0	-2	1

Nine of these compounds, set out differently:
Values in the order: sPLA2-III inh, FXN GAA850 act, hgDAF-12 ag, PG9 Ab binder, ssDAF12 agonist, PLCb3 inh, DAX1 inh-1, hcDAF-12 act, DAX1 inh-2, SMARCA2 activ, NR1D1 modulator
CN(C)c1nc(N)nc(-c2nc3ccccc3s2)n1
    0, 6.1, 11*, 0.3, 1.6*, 3, 3.4, 9.3*, 3.0, 6, 0
CC(=O)Nc1cccc(NC(=O)CSc2nnnn2C(C)C)c1
    10, -1.6, 0.1, -0.6, -1.0, 6, 0.2, -0.3, 2.1, -6, 4
CSCC[C@H](NC(=O)N1CCn2c1nc1ccccc12)C(=O)N1CCCCC1
    1, -0.3, 1.9, 0.1, -1.1, -5, 0.1, 0.2, 0.3, -1, 1
CC(C)OC(=O)c1ccc(N2CCN(c3ccc(F)cc3)CC2)nc1
    10, -1.8, -3.1, -2.7, -1.8, -6, -0.9, -3.2, -1.6, -5, 2
COCCCNCCOCCOc1ccccc1-c1ccccc1
    -8, -2.4, -1.2, 2.0, -0.5, 6, 0.5, 1.0, 2.2, -4, 0
CCOC(=O)N1CCN(C(=S)Nc2ccc(C)cc2)CC1
    13, 2.2, -1.3, 2.0, -1.4, -1, -0.2, -1.3, 0.8, -4, -2
O=C(O)[C@H]1CCCN1C(=O)c1ccccc1N1C(=O)[C@@H]2Cc3c([nH]c4ccccc34)C(c3cccc(Cl)c3)N2C1=O (some centres not stated)
    -26, 0.5, 0.1, -0.6, 0.3, -67, 0.9, 5.5, 3.8, 3, 9
COCCN(C(=O)CSc1nnc(-c2ccc(F)cc2)n1N)c1c(N)n(CC(C)C)c(=O)[nH]c1=O
    -4, -0.9, 1.2, -0.2, -0.7, 3, -0.4, 0.6, 0.8, 4, 1
CCNC(=S)SCCOc1ccccc1C
    3, 1.1, -1.5, -2.1, -1.3, 2, -0.3, 2.7, -1.0, -2, 1

Next structures:
SMILES	sPLA2-III inh	FXN GAA850 act	hgDAF-12 ag	PG9 Ab binder	ssDAF12 agonist	PLCb3 inh	DAX1 inh-1	hcDAF-12 act	DAX1 inh-2	SMARCA2 activ	NR1D1 modulator
COc1ccc(C2(C)NC(=O)N(CC(=O)Nc3ccc(C)cc3Br)C2=O)cc1OC (configuration not stated)	-1	0.2	-1.0	2.7	-1.0	-4	-0.6	-0.9	1.8	-3	3
CCCc1nc2nc(C)c(NS(=O)(=O)c3ccc([N+](=O)[O-])cc3)c(=O)n2[nH]1	0	0.9	0.0	-0.6	-1.3	1	-0.4	0.0	0.4	-3	-8
CN(C)S(=O)(=O)c1cccc(C(=O)Nc2cc3c(cc2C(=O)O)OCCCO3)c1	-6	-0.3	3.0	-0.6	-1.2	-11	-0.4	-0.6	0.2	-2	-2
O=C(CCN1CCN(c2ccccc2)CC1)Nc1ccccc1	3	0.0	-1.3	-1.4	-0.2	-3	0.4	-1.3	-1.6	2	-6
Cn1c(=O)[nH]c(=O)c2c1nc(CN1CCN(c3ccccc3F)CC1)n2CC(N)=O	8	-0.1	-0.2	1.9	-1.2	3	1.3	0.9	1.0	1	0
NC(c1ccccc1)c1csc(Nc2ccccn2)n1 (configuration not stated)	13	0.4	2.9	-0.3	-1.4	-1	1.7	1.9	.	0	0
Cc1cc(NC(=O)C(=O)NCCN2CCN(C(=O)c3cccs3)CC2)ccc1Br	3	-2.6	-0.7	1.9	-0.9	-3	-0.3	-1.8	0.3	-4	-1
COc1cc(C(=O)NNC2=NC(C)(C)Cc3cc(C)c(C)cc32)cc(OC)c1OC	-2	1.9	-4.6	-1.3	-1.3	1	-0.4	-0.4	0.4	1	-1
O=S1(=O)CC(O)C(NCc2ccco2)C1 (configuration not stated)	0	0.6	0.6	-0.5	-0.8	0	-0.6	2.5	-2.0	-3	0
COc1ccc(-c2nc(N)ncc2-c2csc(C)n2)c(O)c1	1	6.4	-2.7	-1.4	-2.4	-4	0.6	-1.3	-0.9	0	2
O=C1[C@H]2[C@@H](c3ccccc3)N[C@]3(CCCN(Cc4ccco4)C3=O)[C@H]2C(=O)N1Cc1ccccc1	-2	-3.4	-1.8	-0.3	-0.5	-4	0.0	-1.3	1.8	5	-2
COc1ccccc1CN(C)C(=O)c1cccc(S(=O)(=O)N2CCc3ccccc3C2)c1	-4	0.6	2.1	2.1	-1.2	-10	-4.0	-1.3	-0.9	-3	0
CC1(C)O[C@@H]2[C@H](O1)[C@@H](COS(=O)(=O)O)O[C@H]2n1c(=S)[nH]c2c(=O)[nH]c(N)nc21	2	-0.1	1.6	-2.4	-0.8	1	-0.1	0.0	0.7	2	0
CCOC(=O)C1CCCCN1C(=O)CCn1nnnc1CN1CCOCC1 (configuration not stated)	-1	0.7	0.6	-2.2	-1.0	-5	-0.1	1.0	0.7	1	-6
COc1cc(/C=N/Nc2ccc(Cl)c(C(=O)O)c2)ccc1OC(=O)c1cccs1	-15	1.5	4.2	-0.8	-0.2	-15	0.9	-0.1	-1.9	4	-4
COC(=O)c1cc(-c2cnc(OC)nc2OC)c(=O)n2c1CCC2	13	.	-3.1	.	-1.2	0	-1.2	1.6	.	-2	1
CN(/N=C/c1ccc2c(c1)OCO2)c1ccccc1	23*	5.1	11*	-2.8	-0.5	-1	2.9	9.1*	0.7	3	2
CO/N=C/c1c(C(=O)OC)nn(-c2ccccc2)c1Cl	1	1.5	-3.0	0.1	-1.7	-6	0.4	-0.7	1.8	1	0
O=C1c2ccccc2C(Nc2ccc(S(=O)(=O)N3CCCCCC3)cc2)N1c1ccccn1 (configuration not stated)	11	-0.6	0.2	1.9	-0.5	-3	0.6	-2.3	0.4	-3	8
C=CCOc1c(Br)cc(/C=C(\C#N)C(N)=O)cc1OC	-1	2.7	-0.4	0.6	-1.9	-8	0.8	0.3	0.1	0	-9
Cc1c(C(=O)N(Cc2cccc(Br)c2)C2CCS(=O)(=O)C2)oc2ccccc12 (configuration not stated)	-11	-1.4	-3.4	-0.8	-1.5	-9	-3.3	-4.0	-0.6	-2	-2
CC1=NN(C(=O)c2nn(C)cc2Br)C(O)(C(F)(F)F)C1 (configuration not stated)	6	3.1	10	0.7	-0.5	0	1.7	8.9*	0.3	2	-2

Screening data (PubChem BioAssay)
